Screens as filed in PubChem.
Runt-CBFb FRET – Runt domain-CBFb interaction inhibition; Q01196+Q13951; Cerulean-Runt/Venus-CBFb FRET ratio 530/480, 1 h; inhibition, % at 20 µM; 0.46% of 220,000 active;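 active = inhibition over about 50% at 20 µM in the single-dose screen, limit read from the data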;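 note: 0% = DMSO wells and 100% = excess unlabeled CBFb competitor control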
Target sequence (Q01196 whole entry, looked up, the tested form may be a part): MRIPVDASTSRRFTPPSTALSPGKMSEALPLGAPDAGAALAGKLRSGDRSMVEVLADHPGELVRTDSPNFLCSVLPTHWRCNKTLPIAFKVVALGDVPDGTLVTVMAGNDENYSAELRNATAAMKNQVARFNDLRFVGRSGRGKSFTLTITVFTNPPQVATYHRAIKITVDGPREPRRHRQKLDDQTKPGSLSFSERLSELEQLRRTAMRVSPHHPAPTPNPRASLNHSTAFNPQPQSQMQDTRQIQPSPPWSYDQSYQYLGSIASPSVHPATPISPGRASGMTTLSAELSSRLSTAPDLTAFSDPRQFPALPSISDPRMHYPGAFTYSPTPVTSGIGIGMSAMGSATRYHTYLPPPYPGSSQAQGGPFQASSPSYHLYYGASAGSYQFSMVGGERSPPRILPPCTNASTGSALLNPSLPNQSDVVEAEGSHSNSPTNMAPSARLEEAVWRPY
Target sequence (Q13951 whole entry, looked up, the tested form may be a part): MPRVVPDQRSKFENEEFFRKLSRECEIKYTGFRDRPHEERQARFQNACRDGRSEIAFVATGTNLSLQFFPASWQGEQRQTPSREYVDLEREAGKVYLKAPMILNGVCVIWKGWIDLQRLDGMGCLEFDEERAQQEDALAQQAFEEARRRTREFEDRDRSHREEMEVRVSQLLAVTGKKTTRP
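Measured by: fluorescence energy transfer, 422 nm excitation, 530/480 nm emission; test system: Cerulean-tagged RUNX1 Runt domain (FRET donor) fusion protein; buffer or medium: Tris pH 7.5 buffer with BSA; compound: one dose, 20 µM compound, 1% DMSO; times: two 1 h room-temperature incubations shielded from light; benchmarks: unlabeled CBFb 5 µM, positive control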
Numbers without * were called inactive. A portion of the library; count on the stated rates, not on these rows.

SMILES	Runt-CBFb FRET
C=CCn1c(=O)c2ccccc2n2c(SCc3c(C(=O)OCC)oc4ccccc34)nnc12	-3.9
CCCCC(=O)N1C/C=C\C(c2ccc(OC)cc2)N(Cc2ccc(F)cc2)C(=O)[C@H]1Cc1ccccc1 (some centres undefined)	-3.6
COc1ccc(C(CCN2CCCC(C)C2)c2c(OC)cc(OC)c3c(C)cc(=O)oc23)cc1 (centres undefined)	1.2
O=C(O)CC[C@@H](C(=O)O)N1C(=O)c2ccccc2C1=O	2.7
COc1ccc(C(=O)Nc2ccc3oc(-c4cccc(Cl)c4)cc(=O)c3c2O)cc1	-1.6
COc1c(C(CC(C)C)OC(C)=O)ccc2c1C(=O)OCc1cc(C)cc(O)c1O2 (centres undefined)	3.7
CCCCCCN(C(=O)CCCCCN1C(=O)NC(c2ccccc2)C(C(=O)OCc2ccccc2)=C1C)C(C(=O)NCCCC)c1ccc(OCC(=O)OC)c(C(=O)OC)c1 (centres undefined)	-11.1
Cc1cc(Cl)ccc1N=Cc1c(O)n(C)c(=O)n(C)c1=O	0.0
CC1(C)CC(=O)C2=C(C1)NCN(CCCN1CCOCC1)C2	1.3
COc1ccc(NC(=O)c2nc[nH]c2C(=O)N[C@@H](CC(C)C)C(=O)OC(C)(C)C)cc1	-4.1

Among those listed so far, three contain four or more nitrogen atoms.
SMILES	Runt-CBFb FRET
C=CCn1c(=O)c2ccccc2n2c(SCc3c(C(=O)OCC)oc4ccccc34)nnc12	-3.9
CCCCCCN(C(=O)CCCCCN1C(=O)NC(c2ccccc2)C(C(=O)OCc2ccccc2)=C1C)C(C(=O)NCCCC)c1ccc(OCC(=O)OC)c(C(=O)OC)c1 (centres undefined)	-11.1
COc1ccc(NC(=O)c2nc[nH]c2C(=O)N[C@@H](CC(C)C)C(=O)OC(C)(C)C)cc1	-4.1

Carrying on:
SMILES	Runt-CBFb FRET
CC(=O)c1c(O)cc(O)c(C(C)=O)c1O	0.6
CCCCCC(=O)Nc1cccc(C2=NOC3(C2)C[C@H](C(N)=O)N(C(=O)CC#N)C3)c1 (some centres undefined)	3.3
O=S(=O)(NCc1ccccc1)c1ccccc1Br	0.6
COc1ccc(C2/C=C\CN(CC(C)(C)C)CC(=O)N2Cc2ccc(F)cc2)cc1 (centres undefined)	1.4
CCC(=O)N1CCC2(CC1)Oc1ccc(Cl)cc1C(=O)C21CC(c2ccc(Cl)cc2)=NO1 (centres undefined)	-1.7
O=C1C2C(c3ccccc3)CC=CC2[C@H](c2cccc([N+](=O)[O-])c2)N1Cc1ccccc1 (some centres undefined)	2.4
Cc1cc(C(=O)N2CCN(C(c3ccccc3)c3ccccc3)CC2)on1	-1.8
O=C(Nc1ccc(S(=O)(=O)N2CCOCC2)cc1)c1ccc(Cl)cc1	-0.4
CN(C)c1ccc(-c2cccc(C3CC=CC4C3C(=O)N(Cc3ccccc3)C4c3ccc4ccccc4c3)c2)cc1 (centres undefined)	-1.2
c1ccc(CCn2nnnc2C(c2cccs2)N2CCOCC2)cc1 (centres undefined)	0.6
COc1ccc(NC(=O)C2Cc3ccccc3C(=O)O2)cc1 (centres undefined)	1.0
C[C@@H]1Cc2c(O)c(O)cc(O)c2C(=O)O1	10.4
CCC1=C(OC(=O)N(CC)CC)N2C(=O)OC(=NCCc3c[nH]c4ccccc34)[C@]2(Cc2ccccc2)[C@H]2C1=CC[C@H]1C(=O)NC(=O)[C@H]12	-0.5
CCCCCC(=O)Nc1cccc(C2=NOC3(C2)C[C@@H](C(N)=O)N(C(=O)c2ccc(Cl)cc2)C3)c1 (some centres undefined)	-5.1
CC(C)C(CO)N1CCN(Cc2ccccc2)CCC1=O (centres undefined)	-0.4
O=C(O)COc1c(F)c(F)c(C(F)(F)F)c(F)c1F	-0.6
COc1ccccc1NC(=O)c1cc2ccccc2o/c1=N\O	47.6
CCCCC1=CC2=CC(=O)C(C)(OC(=O)CC)C(=O)C2=CN1CCc1ccc(Br)cc1 (centres undefined)	9.3
COc1ccccc1CNS(=O)(=O)c1ccc2c(c1)oc(=O)n2C	1.8
C(#CC1CCCCC1)c1ccc2c(c1)COc1c3ccccc3nn1-2	2.7
CCN1CCN(Cc2ccc(NC(=O)c3ccc(C)c(NC(=O)c4csc(-c5ccncc5)n4)c3)cc2C(F)(F)F)CC1	6.2
Clc1ccc(-c2nn3c(-c4ccccn4)nnc3s2)c(Cl)c1	-1.2
Cc1nc(-c2ccc(Cl)cc2)sc1C1(C)CC(c2cccnc2)=NO1 (centres undefined)	-2.4
CCO[C@@H]1OC(C(=O)NC2CC2)=C[C@H](C2CC2)[C@H]1CCCO	-1.0
CCCc1nc2oc3c(N4CCNCC4)ncnc3c2c2c1CCCC2	-2.1
Cc1cccc(CNc2ccc(C(CC(N)=O)NC(=O)c3ccccc3)cc2[N+](=O)[O-])c1 (centres undefined)	-4.6
CCC(=O)O[C@@H]1CC(=O)O[C@H](C)CC=CC=C[C@@H](O)[C@H](C)C[C@H](CC=O)[C@H](O[C@H]2O[C@H](C)[C@@H](O[C@H]3C[C@@](C)(O)[C@@H](OC(=O)CC)[C@H](C)O3)[C@H](N(C)C)[C@H]2O)[C@H]1OC	2.5
COC(C[C@@H](O)CC(=O)[C@@H](C)OCc1ccccc1)OC	0.7
NC(=O)CC(NC(=O)Cc1ccc(Br)cc1)c1ccc(NCCc2ccc(F)cc2)c([N+](=O)[O-])c1 (centres undefined)	-5.8
CCC1=C(OC(=O)N(CC)CC)N2C(=O)OC(=NCC(=O)OC)[C@]2(C)[C@H]2C1=CC[C@H]1C(=O)N(C)C(=O)[C@H]12	0.7

4 entries already listed, arranged by their value in Runt-CBFb FRET, lowest first:
molecule,Runt-CBFb FRET
NC(=O)CC(NC(=O)Cc1ccc(Br)cc1)c1ccc(NCCc2ccc(F)cc2)c([N+](=O)[O-])c1 (centres undefined),-5.8
Cc1cccc(CNc2ccc(C(CC(N)=O)NC(=O)c3ccccc3)cc2[N+](=O)[O-])c1 (centres undefined),-4.6
Clc1ccc(-c2nn3c(-c4ccccn4)nnc3s2)c(Cl)c1,-1.2
CCO[C@@H]1OC(C(=O)NC2CC2)=C[C@H](C2CC2)[C@H]1CCCO,-1.0

Additional results
SMILES	Runt-CBFb FRET
C/C(=C\CCC1(C)C2CC3C(C2)C31C)C(=O)O (centres undefined)	0.8
COC(=O)CCCC1=CC2=CC(=O)C(C)(OC(=O)c3cccs3)C(=O)C2=CN1CC(C)C (centres undefined)	1.9
Cc1ccc(COCCN2CCN(S(=O)(=O)c3ccccc3)CCC2=O)cc1	0.3
CCn1c2ccccc2c2nnc(SCc3cc(=O)n4ccsc4n3)nc21	-0.4
c1ccc2c(c1)nc1n2C2(N3CCOCC3)CCCC2C1N1CCOCC1 (centres undefined)	-4.2
CCCC(=O)Nc1nn(C)c2nc3cc(C)ccc3cc12	-0.4
CC(C)CCNC(=O)c1onc(CSc2ccc(Cl)cc2)c1C(=O)NCCC(C)C	-2.9
NCCCC[C@H]1CN=C(N)N1CCC12CC3CC(CC(C3)C1)C2	2.6
NC(=O)CC(NC(=O)Cc1ccc(Cl)cc1)c1ccc(NC2CCCC2)c([N+](=O)[O-])c1 (centres undefined)	-3.6
O=C(O)c1ccc(CSc2nnc(COc3ccc(Cl)cc3Cl)o2)cc1	0.2
CCC(=O)N1CCC2(CC1)Oc1ccc(F)cc1C(=O)C21CC(c2cccnc2)=NO1 (centres undefined)	-0.3
c1ccc(-c2cc(-c3nc(-c4cccnc4)no3)c3ccccc3n2)cc1	0.6
C/C=C/C=C\C(=O)Nc1cccc(C2=NOC3(C2)C[C@H](C(N)=O)N(C(=O)/C=C/C)C3)c1 (some centres undefined)	2.4
CCC(=O)Nc1cccc(C2=NOC3(C2)C[C@@H](C(N)=O)N(C(=O)CC(c2ccccc2)c2ccccc2)C3)c1 (some centres undefined)	2.1
C/C=C/C(=O)Nc1cccc(C2=NOC3(C2)C[C@H](C(N)=O)N(C(=O)/C=C/C)C3)c1 (some centres undefined)	2.1
Cc1ccc(OCc2nnc(SCC(=O)NC3CCCCC3)n2C)cc1	0.7
COC(=O)C(Cc1ccccc1)NS(=O)(=O)c1ccc(F)cc1Br (centres undefined)	0.7
COc1ccc(NC(=O)CN2CCN(CC(=O)Nc3cc(OC)cc(OC)c3)CC2)cc1	-1.5
CCCCCC(=O)Nc1cccc(C2=NOC3(C2)C[C@H](C(N)=O)N(C(=O)[C@H]2CCC(=O)N2)C3)c1 (some centres undefined)	0.0
CC1(c2nnc(Cc3ccccc3)o2)CC(c2ccc([N+](=O)[O-])cc2)=NO1 (centres undefined)	1.9
Cc1ccc2c(c1)COc1c3ccc(C(=O)NCC4CC4)cc3nn1-2	-1.2
CC(C)=CCc1c(O)c(CC=C(C)C)c2occ(-c3ccc(O)cc3)c(=O)c2c1O	-1.1
Cc1cccn2c(=O)c3cc(C(=O)NCc4cccnc4)c(=N)n(C)c3nc12	98.4*
CCN1CCCC1CN(Cc1cc2cc(C)cc(C)c2[nH]c1=O)C(=O)Nc1ccccc1OC (centres undefined)	-1.2
CCOCCn1c(CN2CCN(C)CC2)nc2c1c(=O)n(C)c(=O)n2C	-1.1
C=C(C)C(=O)Nc1cccc(C2=NOC3(C2)C[C@@H](C(N)=O)N(C(=O)/C=C/C=C/C)C3)c1 (some centres undefined)	10.3
Cc1ccc(CNC(=O)C2CC3Cn4c(nc5cc6ccccc6cc54)C3N2C)o1 (centres undefined)	0.9
COc1cc(CCCN2C(N)=NC[C@@H]2c2ccccc2)cc(OC)c1OC	-0.3
Clc1ccc(C2[C@H]3CN(Cc4ccc(-c5ccccc5)cc4)[C@H](c4ccccc4)C34CC2(c2cccnc2)C4)cn1 (some centres undefined)	-1.5
Cc1ccccc1-n1c(-c2ccncc2)n[nH]c1=S	4.5
CCOc1nc(-c2ccc(OC)cc2)ccc1-c1noc(-c2ccncc2)n1	-0.7
CCC(C)Sc1nc2c(c(=O)[nH]c(=O)n2C)n1Cc1ccccc1Cl (centres undefined)	-4.2
N#Cc1cc2c(=O)n3ccccc3nc2n(CCN2CCOCC2)c1=O	102.7*
CCC(=O)Nc1cccc(C2=NOC3(C2)C[C@@H](C(N)=O)N(C(=O)c2ccccc2C(=O)c2ccccc2)C3)c1 (some centres undefined)	0.9
CCN(CC)CCC(c1cc(OC)c(OC)c(OC)c1)c1c(OC)cc(OC)c2c(-c3ccccc3)cc(=O)oc12 (centres undefined)	2.4
CCOC(=O)c1c(-c2ccc(C)s2)csc1NC(=O)c1ccco1	-1.5
COc1ccc2[nH]c(=O)c(CN(C(=O)C3CCCO3)c3cccc(C)c3)cc2c1 (centres undefined)	-1.1
COc1ccc(CCn2c(-c3ccco3)nc3nc4ccccc4nc32)cc1OC	-5.0
C/C=C/C(=O)Nc1cccc(C2=NOC3(C2)C[C@@H](C(N)=O)N(C(=O)c2cc([N+](=O)[O-])cc([N+](=O)[O-])c2C)C3)c1 (some centres undefined)	-1.0
C/C=C\C=C/C(=O)Nc1cccc(C2=NOC3(C2)C[C@@H](C(N)=O)N(C(=O)c2ccc(Cl)cc2)C3)c1 (some centres undefined)	6.0

The list goes on; the last 3 above are carried over.
SMILES	Runt-CBFb FRET
COc1ccc(CCn2c(-c3ccco3)nc3nc4ccccc4nc32)cc1OC	-5.0
C/C=C/C(=O)Nc1cccc(C2=NOC3(C2)C[C@@H](C(N)=O)N(C(=O)c2cc([N+](=O)[O-])cc([N+](=O)[O-])c2C)C3)c1 (some centres undefined)	-1.0
C/C=C\C=C/C(=O)Nc1cccc(C2=NOC3(C2)C[C@@H](C(N)=O)N(C(=O)c2ccc(Cl)cc2)C3)c1 (some centres undefined)	6.0
COCC(C)n1c(C)cc(C(=O)COC(=O)c2c(NC(C)=O)sc(C)c2C)c1C (centres undefined)	-2.5
CC(C)CN1CCC(=O)N([C@H](CSc2ccc(Br)cc2)c2ccccc2)CC1	1.7
COC(=O)[C@@H]1C[C@@H]2CC[C@@H](O)C[C@@H]2N1Cc1ccc(Cl)cc1	-0.5
Cc1ccc(C2=NOC(C)(c3nnc(-c4ccc(F)cc4)o3)C2)cc1 (centres undefined)	-1.9
COc1ccc2cc1Oc1ccc(cc1)C[C@H]1c3c(cc4c(c3Oc3cc5c(cc3OC)CCN(C)[C@@H]5C2)OCO4)CCN1C	-0.3
O=C(NCc1nc2ccccc2[nH]1)C1=C[C@H](c2ccccc2)C[C@H](OCCCCO)O1	0.5
CCOC(=O)c1ccc(NC(=O)c2nc[nH]c2C(=O)N[C@@H](CC(C)C)C(=O)OC(C)(C)C)cc1	-3.9
C=CCn1cnc2c(c1=O)c1nc3ccccc3nc1n2-c1ccccc1	-0.8
COc1ccc(Cl)cc1NC(=O)c1cnc2n(c1=O)CCS2	0.1
COC(=O)[C@@H]1C[C@@H]2CC[C@@H](O)C[C@@H]2N1Cc1ccc(N2CCN(C)CC2)cc1	1.4
CCN(CC)C(=O)c1[nH]cnc1C(=O)Nc1ccc(OC)cc1	0.5
COc1cc(OC)c2c(-c3ccccc3)cc(=O)oc2c1C(CC(=O)N1CCN(c2ccccc2)CC1)c1ccc(N(C)C)cc1 (centres undefined)	1.8
CC(=O)OCC(=O)[C@@]1(O)CC[C@H]2[C@@H]3CCC4=CC(=O)C=C[C@]4(C)[C@@]3(Cl)[C@@H](Cl)C[C@@]21C	3.2
Cc1c(C(=O)Nc2nnc(C(F)(F)F)s2)oc2ccccc12	-0.5
Cc1ccc(SC[C@H](Cc2ccccc2)N2CCN(CC(C)C)CCC2=O)cc1	0.0
C=C1CCN(C(CC(C)C)C(=O)OC)S(=O)(=O)c2ccccc21 (centres undefined)	-0.2
COc1cc([C@@H]2c3cc4c(cc3[C@@H](O)[C@H]3COC(=O)[C@H]23)OCO4)cc(OC)c1O[Si](C)(C)C(C)(C)C	-4.8
COc1ccc(C2/C=C\CN(S(=O)(=O)/C=C/c3ccccc3)[C@H](Cc3ccccc3)C(=O)N2Cc2ccc(F)cc2)cc1 (some centres undefined)	1.7
